Assay outcomes from PubChem BioAssay.
PrPC surface inh: cell surface PrPC inhibition, primary TR-FRET screen; TR-FRET read-out; 370,000 tested, 0.43% active; P04156; inhibition, % at 13.8 µM; AID 720596; in the data active means inhibition above about 24%; further: 0% = median of the test wells and 100% = reference compound wells
PriA SSB inh: blocks PriA binding to SSB C-terminal tail | 430,000 tested, 0.6% active | AlphaScreen SSBct-PriA binding, biotinylated peptide | inhibition, % at 33 µM | AID 1272365; in the data active means inhibition mostly above about 37%, no sharp cut-off; inactive means mostly below about 20%;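 further: plate controls were negative control peptide for no effect and reference peptide for full effect; strong numbers were not always called active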
TcdB GH inh: blocks C. difficile toxin B glycohydrolase activity. TcdB glycohydrolase enzymatic assay, plate reader. 350,000 tested, 0.24% active. inhibition, % at 9.99 µM. P18177; in the data active means inhibition above about 10%
Numbers without * were called inactive. These rows are one share of the data; rates above refer to the full screens.

Sample of the layout, two compounds:
SMILES	PrPC surface inh	PriA SSB inh	TcdB GH inh
C=C1C(=O)O[C@@H]2C[C@@H](C)[C@@H]3C=CC(=O)[C@@]3(C)[C@@H](OC(C)=O)[C@H]12	95*	-19	1.8
C#CCOCCOCCOCCNc1nc(N2CCN(C(=O)C([C@@H](C)CC)n3cc(C(N)COC(=O)C(F)(F)F)nn3)CC2)nc(N2CCN(C(=O)C([C@@H](C)CC)n3cc(C(N)CC(C)C)nn3)CC2)n1 (some centres not stated)	0	-2	0.8

This part in full (from the top)
SMILES	PrPC surface inh	PriA SSB inh	TcdB GH inh
C=C1C(=O)O[C@@H]2C[C@@H](C)[C@@H]3C=CC(=O)[C@@]3(C)[C@@H](OC(C)=O)[C@H]12	95*	-19	1.8
C#CCOCCOCCOCCNc1nc(N2CCN(C(=O)C([C@@H](C)CC)n3cc(C(N)COC(=O)C(F)(F)F)nn3)CC2)nc(N2CCN(C(=O)C([C@@H](C)CC)n3cc(C(N)CC(C)C)nn3)CC2)n1 (some centres not stated)	0	-2	0.8
Cc1onc(-c2c(F)cccc2Cl)c1C(=O)Nc1cccc(S(=O)(=O)N2CCCCC2)c1	14	5	3.7
Cc1ccc(Cn2c(C(C)Nc3nc(C)cs3)nc3cc(Cl)c(Cl)cc32)cc1 (configuration not stated)	14	-11	1.3
Cc1ccccc1/C=C/C(=O)c1ccc([N+](=O)[O-])o1	-7	3	0.6

Compound profiles, as listed above.
Cc1onc(-c2c(F)cccc2Cl)c1C(=O)Nc1cccc(S(=O)(=O)N2CCCCC2)c1 across the screens: PrPC surface inh = 14; PriA SSB inh = 5; TcdB GH inh = 3.7
C=C1C(=O)O[C@@H]2C[C@@H](C)[C@@H]3C=CC(=O)[C@@]3(C)[C@@H](OC(C)=O)[C@H]12 across the screens: PrPC surface inh = 95*; PriA SSB inh = -19; TcdB GH inh = 1.8
